Screening results: PubChem, National Center for Advancing Translational Sciences (NCATS)
GoLoco inh red – inhibitors of human Gai1-RGS12 GoLoco interaction (red fluorophore); actives 0.44% (n = 230,000); Potency, µM (top dose mostly 61.6 µM), for inactives: at the top dose activity, negative = inhibition, hits mostly inhibitors; P63096; Gai1:RGS12 GoLoco peptide FP, rhodamine, 10 min; active means well fitted inhibition curve with a large enough effect, not every such curve was filed as active; inactive means no such curve, though single readings can be large or run the other way; further: on the % scale 0 is the no-effect control and ±100 the full control effect; nearly all actives have a fitted effect of over 30% in size; many of its hits are not listed in these tables
Target sequence (P63096 whole entry, looked up): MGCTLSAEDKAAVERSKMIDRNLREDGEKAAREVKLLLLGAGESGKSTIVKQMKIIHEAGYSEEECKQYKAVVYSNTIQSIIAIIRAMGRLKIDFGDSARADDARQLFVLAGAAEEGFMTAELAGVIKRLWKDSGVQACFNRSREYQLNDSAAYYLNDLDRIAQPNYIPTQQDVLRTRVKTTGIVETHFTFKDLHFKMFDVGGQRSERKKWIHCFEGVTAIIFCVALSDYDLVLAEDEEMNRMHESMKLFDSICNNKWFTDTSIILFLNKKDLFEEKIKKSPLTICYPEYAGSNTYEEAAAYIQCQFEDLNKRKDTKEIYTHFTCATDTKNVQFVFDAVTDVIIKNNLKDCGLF
aGal spleen mod – inhibitors or activators of human alpha-galactosidase in spleen homogenate. P06280. human spleen homogenate, 4MU-alpha-Gal fluorescence, 40 min. Potency, µM (series often up to 80 µM), without a hit: top-dose activity change, negative = inhibition, hits mostly inhibitors. actives 0.008% (n = 240,000). AID 2107;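 further: 0% = enzyme with vehicle and -100% = no enzyme basal signal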
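Inhibition or activation of alpha-galactosidase in human spleen homogenate is scored by 4-MU fluorescence after 40 min at 37C, pH 5.0, with 1 mM substrate. AC50s come from concentration-response fitted to the Hill equation.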
SMN2 splice enh – enhancers of SMN2 splice variant expression. actives 2.8% (n = 210,000). HEK293 SMN2-luciferase splicing reporter, luminescence, 30-36 h. Potency, µM (series often up to 46.1 µM), without a hit: at the highest dose activity change, positive = activation, actives largely listed as activators; further: % of control where 0% means no effect; nearly all actives have a fitted effect of over 55% in size
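HEK293 cells carry an SMN2 […]–luciferase reporter in which exon 7 inclusion puts luciferase in frame. Cells were plated 10-12 h before compound addition, then incubated 30-36 h at 37C. ONE-Glo luminescence was read; sodium butyrate at 4.5 mM final served as control.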
GAA spleen mod – inhibits or activates alpha-glucosidase in human spleen homogenate; AID 2112; human spleen homogenate, 4-MU-alpha-glucoside fluorescence; actives 0.006% (n = 240,000); Potency, µM (top dose mostly 79.9 µM), without a hit: at the highest dose activity change, negative = inhibition, most hits filed as inhibitors; P10253;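 further: 0% = enzyme with vehicle and -100% = no enzyme basal signal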
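Human spleen homogenate (1 ug) incubated with compounds and 1 mM 4-methylumbelliferyl-alpha-D-glucopyranoside in pH 5.0 citrate/phosphate buffer, 37 C, 40 min. Stopped at pH 10; 4-MU fluorescence (Ex 365/Em 440 nm); AC50 by Hill fit.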
ALDH1A1 block – blocks purified human ALDH1A1 activity; P00352; Purified ALDH1A1, NADH fluorescence, propionaldehyde substrate; Potency, µM (series often up to 75.3 µM), without a hit: top-dose activity, negative = inhibition, hits mostly inhibitors; actives 7.3% (n = 220,000); active means well fitted inhibition curve with a large enough effect, not every such curve was filed as active; inconclusive means small, poorly fitted or top-dose-only effect, or another doubt; inactive means no such curve, though single readings can be large or run the other way;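 further: plate controls were no enzyme wells and a reference inhibitor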
Target sequence (P00352 whole entry, looked up): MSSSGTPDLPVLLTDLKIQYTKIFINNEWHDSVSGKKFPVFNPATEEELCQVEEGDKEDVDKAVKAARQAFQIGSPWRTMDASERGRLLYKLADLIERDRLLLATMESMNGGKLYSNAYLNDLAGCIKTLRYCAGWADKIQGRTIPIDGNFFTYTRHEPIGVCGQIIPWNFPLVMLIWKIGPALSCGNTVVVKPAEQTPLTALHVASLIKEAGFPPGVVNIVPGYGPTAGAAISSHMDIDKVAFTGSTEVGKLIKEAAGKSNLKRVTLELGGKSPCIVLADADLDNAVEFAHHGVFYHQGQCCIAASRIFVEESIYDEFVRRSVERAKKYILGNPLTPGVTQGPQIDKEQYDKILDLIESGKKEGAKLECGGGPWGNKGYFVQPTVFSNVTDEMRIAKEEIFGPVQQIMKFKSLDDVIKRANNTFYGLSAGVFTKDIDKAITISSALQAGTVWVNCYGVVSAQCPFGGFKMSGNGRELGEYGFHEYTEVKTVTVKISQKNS
GAA inh – blocks human lysosomal alpha-glucosidase. purified human GAA, 4-MU-alpha-glucoside fluorescence. Potency, µM (series often up to 76.9 µM), for the others: at the top dose activity change, negative = inhibition, most hits filed as inhibitors. actives 0.005% (n = 200,000). AID 1466;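 further: plate controls were uninhibited enzyme wells for no effect and no-enzyme background for full effect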
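Compounds are titrated up to 77 uM against 4 nM human enzyme. Substrate 4-methylumbelliferyl-alpha-D-pyranoside (400 uM) reacts 20 min at room temperature in pH 5.0 buffer; liberated 4-methylumbelliferone is read at 440 nm.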
GAA glycogen mod – GAA glycogen-cleavage inhibition or activation; recombinant GAA, glycogen substrate, Amplex Red glucose oxidase fluorescence; Potency, µM (titrated, usually from 76.4 µM), for inactives: at the highest dose activity change, negative = inhibition, actives largely listed as inhibitors; actives 0.38% (n = 300,000); AID 2100; P10253;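 further: 0% = full enzyme reaction and -100% = no-enzyme basal signal; the screen sought inhibitors and activators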
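qHTS, 1536-well; enzyme 4 nM final; cpd up to 77 uM; substrate bovine liver glycogen 30 ug; 50 mM citrate/phosphate pH 5.0, 0.01% Tween-20; 37 C, 40 min; Amplex Red detection 45 min RT; Hill fit → AC50.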
KDM4E inh – JMJD2E (human) inhibition | B2RXH2 | JMJD2E catalytic domain, FDH-coupled NADH fluorescence (FDH is formaldehyde dehydrogenase) | Potency, µM (series often up to 57.1 µM), for the others: at the highest dose activity change, negative = inhibition, usual class: inhibitors | actives 1.6% (n = 230,000) | AID 2147; active means well fitted inhibition curve with a large enough effect, not every such curve was filed as active; inconclusive means small, poorly fitted or top-dose-only effect, or another doubt; inactive means no such curve, though single readings can be large or run the other way;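 further: 0% = wells with enzyme and -100% = buffer wells without enzyme; nearly all actives have a fitted effect of over 50% in size; many of its hits are not listed in these tables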
* marks the source's active call; other numbers are inactive results; ? = inconclusive; . = no result given; & = joins results of further samples; [ ] = dose if it differs, or a comment. Unless noted, the call rests on the fitted dose curve; in most records, active means well fitted curve in the direction sought with a large enough effect; inconclusive means small, poorly fitted or top-dose-only effect, or another doubt; inactive means no such curve, though single readings can be large; an effect the other way counts as inactive or inconclusive. Potency means the concentration at half of the fitted maximal effect. These rows are one share of the data; rates above refer to the full screens.

Results follow in this order: GoLoco inh red	aGal spleen mod	SMN2 splice enh	GAA spleen mod	ALDH1A1 block	GAA inh	GAA glycogen mod	KDM4E inh
CC(Sc1nc(O)c(-c2ccccc2)c(=O)[nH]1)C(=O)Nc1ccc(Cl)cc1 (stereo unspecified)
  -1%	-6%	2%	2%	6%	-9%	-7%	-5%
Cc1ccc(-c2nnc(Oc3cccc(C)c3)c3ccccc23)cc1
  2%	-9%	3%	-6%	0%	0%	11%	1%
CCN(CC)S(=O)(=O)c1ccc(S(=O)(=O)N2CCN(CCC#N)CC2)cc1
  -2%	13%	-20%	-3%	?	-11%	-12%	1%
NC(=O)Cc1ncc(C(F)(F)F)cc1Cl
  7%	5%	.	4%	5%	.	12%	-4%
CC(C)(C)OC(=O)NCCC(=O)N/N=C/c1cccc2cccnc12
  9%	-14%	.	-4%	.	.	3%	?
Cc1ccc(C(=O)CC2(O)C(=O)N(Cc3ccc4c(c3)OCO4)c3ccccc32)cc1 (stereo unspecified)
  2%	9%	5%	-3%	1.4µM*	?	-8%	5%
O=C(CSc1nnnn1C1CCCCC1)NCc1cccs1
  7%	5%	.	-12%	-4%	12%	-6%	6%
Cc1occc1-c1nnc(SCC(=O)c2ccc(F)cc2)n1Cc1ccco1
  13%	5%	-6%	-7%	?	-7%	3%	-3%
Cc1ccc(N(CC(=O)N2CCc3ccccc32)C2=NC(=O)CS2)cc1
  -9%	6%	12%	0%	-7%	-8%	-6%	3%
CCc1ccc(OC)c(S(=O)(=O)Nc2ccccc2C)c1
  -6%	5%	29%	1%	-4%	-14%	-3%	9%
COc1cc(Cl)cc2c1Sc1ccccc1/C2=C/CCN(C)C
  11%	7%	-8%	-3%	?	-11%[15.4 µM]	-2%	-26%
CCOC(=O)CSc1nnc(-c2ccncc2)o1
  -5%	-1%	-23%	-5%	-2%	?	-2%	2%
COCCN(CCOC)C(=O)c1cc2c(=O)n3ccccc3nc2s1
  -3%	?	21%	?	?	?	-2%	?
c1ccn2c(SCc3ccc4c(c3)OCCO4)nnc2c1
  2%	9%	11µM*	4%	3%	-4%	-1%	-2%
Cc1ccc(-c2csc3nc(C)n(N)c(=O)c23)cc1
  -4%	10%	-8%	4%	-5%	-4%	2%	1%
CC1CCc2nc3ccccc3c(C(=O)OCC(=O)NC3CCS(=O)(=O)C3)c2C1 (stereo unspecified)
  2%	-7%	-4%	-16%	6%	7%	5%	-29%
O=C(COC(=O)C1CC2C=CC1C2)Nc1cccc(S(=O)(=O)N2CCCCC2)c1 (stereo unspecified)
  -32%	4%	-6%	3%	?	-10%	-6%	-1%
Cc1ccc(O)c(NC(=O)c2cc(-c3ccc(F)cc3)on2)c1
  11%	-3%	?	-2%	9%	-1%	1%	-6%
NS(=O)(=O)c1ccc(NC(=O)CCCC(=O)O)cc1
  -1%	-2%	5%	-9%	8%	-3%	10%	-14%
Cc1ccc(-c2nn(-c3cc(Cl)ccc3[N+](=O)[O-])c(=O)c3ccccc23)cc1
  7%	8%	14%	-2%	4%	7%	4%	4%
COC(=O)[C@H](Cc1ccccc1)NC(=O)[C@@H](N)CC(=O)O
  -5%	-1%	-10%	-1%	2%	.	.	.
C=CCNCCOCCOc1ccc(Cl)cc1C(C)(C)C
  0%	3%	-14%	-1%	?	?	-2%	-11%
O=c1c2cn[nH]c2[nH]c(=S)n1-c1cccc2ccccc12
  5%	-11%	-10%	-7%	-10%	-10%	5%	-11%
CC(C)(C)C(=O)Nc1ccc(S(=O)(=O)c2ccc(NC(=O)C(C)(C)C)cc2)cc1
  -3%	1%	-3%	-2%	20%	?	9%	-21%
COc1ccc(-n2c(SCC(=O)Nc3cccc4ccccc34)nc(O)cc2=O)cc1
  42%[activator]	2%	.	-1%	.	.	9%	1%
CCCN1C(=O)NC2(O)C(=O)c3ccccc3C12O (stereo unspecified)
  .	-1%	.	-2%	2%	-10%	-2%	4%
COCCNc1nnc(SCC(=O)Nc2sc3c(c2C(=O)c2ccccc2)CCCC3)s1
  2%	-2%	-39%[inhibitor]	-4%	28µM*	3%	-3%	-2%
Oc1ccc(C(c2nnnn2CCc2ccccc2)N2CCN(c3nc4ccccc4s3)CC2)cc1 (stereo unspecified)
  4%	2%	.	4%	.	.	-4%	-2%
CCOC(=O)CSC1=C(C#N)C(c2ccccc2OC)CC(=O)N1 (stereo unspecified)
  1%	6%	-20%	0%	-16%	-12%	9%	2%
CCc1ccc2nc(SCC(=O)Nc3ccccc3N3CCOCC3)c(C#N)cc2c1
  0%	-5%	.	-6%	.	.	7%	-25%

Whole records as entered above. Screens in order: GoLoco inh red | aGal spleen mod | SMN2 splice enh | GAA spleen mod | ALDH1A1 block | GAA inh | GAA glycogen mod | KDM4E inh
Listed for CC(Sc1nc(O)c(-c2ccccc2)c(=O)[nH]1)C(=O)Nc1ccc(Cl)cc1 (stereo unspecified) = -1% | -6% | 2% | 2% | 6% | -9% | -7% | -5%
Listed for COc1ccc(-n2c(SCC(=O)Nc3cccc4ccccc34)nc(O)cc2=O)cc1 = 42%[activator] | 2% | . | -1% | . | . | 9% | 1%

More structures.
Results follow in this order: GoLoco inh red	aGal spleen mod	SMN2 splice enh	GAA spleen mod	ALDH1A1 block	GAA inh	GAA glycogen mod	KDM4E inh
O=S(=O)(c1ccc(OCC2CO2)cc1)c1ccc(OCC2CO2)cc1 (stereo unspecified)
  8%	9%	-14%	?	?	-4%	-14%	3%
Cc1ccc(C(=O)c2cc([N+](=O)[O-])ccc2N2CCOCC2)c(C)c1
  -5%	1%	-35%[inhibitor]	-6%	-3%	-5%	0%	4%
Cc1ccc(NC(=O)CSc2nnc(COc3ccccc3C)o2)cc1
  9%	2%	.	-16%	-7%	3%	18%	-8%
CC(C)NC(=O)c1ccccc1NC(=O)CN(c1ccc2c(c1)OCO2)S(C)(=O)=O
  6%	-4%	15%	-3%	5%	-7%	-2%	-17%
Cc1c(C(=O)Nc2ccc(Oc3ccccc3)cc2)sc2nc3n(c(=O)c12)CCC3
  5%	6%	-38%[inhibitor]	-2%	?	-3%	-8%	?
Cc1cccc(N(CC(=O)NC(C)C)C(=O)c2ccc(N3CCCC3)nc2)c1
  -2%	-2%	-6%	-2%	1%	5%	-21%	-3%
C1COCCNCCOCCOCCN1
  60%[activator]	4%	-2%	-16%	10%	3%	9%	0%
COc1ccc(-n2nnnc2SCC(=O)N2CCOCC2)cc1
  -5%	-2%	1%	-6%	-7%	0%	3%	-2%
Fc1ccc(OCCOCCOc2cccc3[nH]ccc23)cc1
  -14%	-1%	-1%	-1%	0%	-4%	-11%	9%
COC(=O)c1cc(NC(=O)c2cccs2)ccc1N1CCOCC1
  4%	13%	9%	6%	-2%	7%	3%	-7%
COc1c(-c2ccc(O)c(O)c2)oc2cc(O)cc(O)c2c1=O
  1%&-6%	-6%&2%	.	3%&-5%	-7%	.	35µM*	14µM*
Cc1[nH]c(=S)[nH]c(=O)c1Cc1ccc(OCC(C)C)cc1
  14%	5%	.	0%	18%	7%	9%	-2%
CS(=O)(=O)N1CCCC(C(=O)NCCCN2CCN(Cc3ccccc3)CC2)C1 (stereo unspecified)
  -4%	1%	-28%	0%	?	4%	5%	1%
C=CCC(C)(O)C(=O)OCC (stereo unspecified)
  -2%	-1%	-4%	2%	-16%	.	.	-7%
CC(C)(C)c1ccc(C(=O)NCCCN2CCN(CCCNC(=O)c3ccc(C(C)(C)C)cc3)CC2)cc1
  13%	3%	-83%[inhibitor]	-10%	?	?	0%	1%
O=C(O)c1ccc(N2CCCCCC2)c(N2C(=O)c3ccccc3C2=O)c1
  4%	24%	1%	-10%	11%	5%	-23%	-2%
Cc1cc(C)c(S(=O)(=O)Nc2ccc(OCC(=O)O)cc2)c(C)c1
  -5%	2%	-5%	1%	3%	3%	7%	-4%
O=C(COC(=O)c1ccccc1Br)NCCc1ccc(F)cc1
  -5%	-9%	2%	?	?	-14%	-6%	0%
Cc1c(C(=O)Nc2ccccc2)sc2nc(-c3ccccc3)cn12
  4%	-3%	?	-8%	5%	-4%	-2%	12%
O=C(N1CCOCC1)N(CCN1CCOCC1)Cc1cccc2ccccc12
  8%	-1%	3%	-2%	-8%	2%	2%	3%
COc1ccc(OC)c(/C=N/NC(=O)CCc2ccc(O)c(O)c2)c1
  -12%	5%	-1%	-3%	13%	-4%	?	1%
CC(C)(C)C(=O)CSc1ncnc2sc3c(c12)CCC3
  6%	9%	-4%	-17%	?	-8%	0%	-7%
Cc1nn(C2CCS(=O)(=O)C2)c(Cl)c1/C=C/C(=O)OCC(=O)N(C)C (stereo unspecified)
  0%	-9%	.	1%	-10%	3%	-28%	-2%
C=CCn1c(SCC(=O)NC2CCS(=O)(=O)C2)nnc1-c1cc2c(s1)CCC(CC)C2 (stereo unspecified)
  6%	-9%	29%	-7%	?	-6%	-8%	1%
CCc1cccc2c(C(=O)CSc3nncn3-c3ccc(OC)cc3)c[nH]c12
  -1%	3%	-10%	2%	9%	-32%	-4%	-9%
C[C@@H]1C(=O)OC2C[C@@]34[C@H]5C[C@@H](C(C)(C)C)[C@@]36C(O)C(=O)O[C@H]6O[C@@]4(C(=O)O5)[C@]21O (stereo partly specified)
  3%	-3%	.	-1%	0%	.	.	.
NS(=O)(=O)c1ccc(NC(=O)C2CCCN(S(=O)(=O)c3ccc(F)cc3)C2)cc1 (stereo unspecified)
  -7%	12%	-14%	6%	5%	4%	2%	4%
CSc1nc2nc3c(c(=O)n2[nH]1)CCCC3
  -1%	-6%	25%	-1%	-10%	?	10%	-8%
